Source: PubChem BioAssay (several laboratories)
Mcl1 Bid PPI: Mcl-1/Bid binding inhibitors, primary screen, biochemical, TR-FRET, 1536-well | Induced myeloid leukemia cell differentiation protein Mcl-1 (Homo sapiens), Q07820 | TR-FRET Mcl-1/Bid-Dy647 peptide binding | inhibition, % at 21.7 µM | 220,000 tested, 0.97% active;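 active means compounds that cut the binding signal by more than half at the single screening dose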;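 further: His-tagged Mcl-1 with europium anti-His antibody binding Bid BH3 peptide; 0% = Mcl-1 plus peptide wells and 100% = peptide-only wells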
Target sequence (Q07820 whole entry, looked up): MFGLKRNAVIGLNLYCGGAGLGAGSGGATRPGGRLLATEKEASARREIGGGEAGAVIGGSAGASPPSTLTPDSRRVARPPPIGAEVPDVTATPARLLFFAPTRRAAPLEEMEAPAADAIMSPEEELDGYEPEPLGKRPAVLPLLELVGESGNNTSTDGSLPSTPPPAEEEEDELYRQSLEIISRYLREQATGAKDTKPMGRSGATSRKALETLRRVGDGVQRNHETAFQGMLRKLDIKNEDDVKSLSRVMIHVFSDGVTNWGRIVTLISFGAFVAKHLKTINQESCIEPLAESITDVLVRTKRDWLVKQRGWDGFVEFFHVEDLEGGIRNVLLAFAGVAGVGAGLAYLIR
RGS4-Gao reg: modulators of RGS4 binding to Galphao, primary screen, biochemical, multiplexed bead flow cytometry; 220,000 tested, 0.33% active; AID 1415, 2008; actives lie on both sides; Guanine nucleotide-binding protein G(o) subunit alpha (Homo sapiens), P09471; binding response (% of control), % at 10 µM; in the data active means binding response below about 49% or above about 150%; inactive means in between;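 further: fluorescent Galphao activated with aluminum fluoride binding bead-coupled RGS4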
Target sequence (P09471 whole entry, looked up): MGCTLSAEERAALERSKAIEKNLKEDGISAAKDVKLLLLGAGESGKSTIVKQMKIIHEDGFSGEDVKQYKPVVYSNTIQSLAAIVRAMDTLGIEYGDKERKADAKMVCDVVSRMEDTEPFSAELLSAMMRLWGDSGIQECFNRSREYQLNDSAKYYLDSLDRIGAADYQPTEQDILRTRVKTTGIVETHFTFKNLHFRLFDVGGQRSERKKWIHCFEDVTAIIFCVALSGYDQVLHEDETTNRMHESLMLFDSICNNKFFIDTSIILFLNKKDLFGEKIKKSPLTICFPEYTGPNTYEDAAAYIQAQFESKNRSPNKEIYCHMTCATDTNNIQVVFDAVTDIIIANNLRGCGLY
RGS7-Gao reg: RGS7-Galphao binding modulators, primary screen, biochemical, multiplexed bead flow cytometry; binding response (% of control), % at 10 µM; AID 1439, 2008; actives lie on both sides; 220,000 tested, 0.35% active; Guanine nucleotide-binding protein G(o) subunit alpha (Homo sapiens), P09471; in the data active means binding response below about 49% or above about 150%; inconclusive means no clear call, values can overlap the other calls; inactive means in between;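 further: fluorescent Galphao held in activated GDP-AlF4 state binding bead-coupled RGS7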
RGS8-Gao reg: RGS8-Galphao binding modulators, primary screen, biochemical, multiplexed bead flow cytometry; Guanine nucleotide-binding protein G(o) subunit alpha (Homo sapiens), P09471; actives lie on both sides; AID 1423, 2008; 220,000 tested, 0.34% active; response (percent of control binding), % at 10 µM; in the data active means response below about 60% or above about 140%; inactive means in between;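 further: Galphao activated as the GDP aluminium fluoride complex binding bead-coupled RGS8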
* hit, by the source's call; ? = inconclusive; & = joins results of further samples. Only part of the results is shown; count on the stated rates, not on these rows.

SMILES	Mcl1 Bid PPI	RGS4-Gao reg	RGS7-Gao reg	RGS8-Gao reg
CC(C)n1c(=O)[nH][nH]c1=S	-9	92	?	89
CCCCc1nc2sc3c(=O)[nH]cnc3c2c2c1CCCC2	-13	101	?	103
CCn1nc(C)c([N+](=O)[O-])c1C(=O)NNC(=O)c1ccccc1Cl	-2	104	?	102
CSc1sc(C(=O)NCC2CC2)c2c1S(=O)(=O)N(C)c1ccccc1-2	-15	103	?	100
CCOC(=O)c1cnc(Nc2ccccc2)nc1C(F)(F)F	-1	96	?	98
COc1ccc(C(=O)O)c(OC)n1	-10	98	?	101
CCN(Cc1cc(=O)n2ccsc2n1)Cc1nc2cc(OC)c(OC)cc2c(=O)[nH]1	-38	95	?	98
Cc1ccc(C(=O)NNC(=O)Cc2csc(-c3csc(C)n3)n2)cc1	-1	104	?	103
CCCCCC(=O)N1CC2(CC(c3cccc(NC(=O)CC(c4ccccc4)c4ccccc4)c3)=NO2)C[C@@H]1C(N)=O (stereo not given in full)	-8	105	?	107
COC(=O)CC1C(=O)NC(C)=C1C(=O)OC (stereo not given)	6	100	?	100
O=C(Nc1ccc(Oc2ccc(NC(=O)Nc3ccccc3Cl)cc2)cc1)Nc1ccccc1Cl	-15	107	?	103
COc1ccc2cc3c(N)nn(C(=O)Cc4c[nH]c5ccccc45)c3nc2c1	-37	102	?	101
OC(COc1cccc2ccccc12)CN1CCN(c2ccccc2)CC1 (stereo not given)	-94	102	?	100
COC(=O)C1CCN(C2=C(NS(=O)(=O)c3ccc(Cl)cc3)C(=O)c3ccccc3C2=O)CC1	-59	106	?	104
Cc1ccc(-c2cc(C(=O)Nc3ccc(S(=O)(=O)Nc4ncccn4)cc3)[nH]n2)c(O)c1C	-5	101	?	103
Cc1ccc(C)c(SCC(=O)Nc2ccc(S(=O)(=O)Nc3ncccn3)cc2)c1	33	80	?	87
Cn1nc(C(=O)Nc2ccc(S(=O)(=O)NCc3ccco3)cc2)c2ccccc2c1=O	-4	100	?	96
O=C(NNc1ccc(-c2csnn2)cc1)c1cc(Cl)cc(Cl)c1	-23	101	?	100
CCN(CC)S(=O)(=O)c1ccc(NC=C(C#N)C#N)cc1	-29	100	?	101
CC(C)c1ccc(N2C(=O)CC(NNC(=O)c3ccccc3Cl)C2=O)cc1 (stereo not given)	-9	97	?	99
O=C(N/N=C/c1ccc2ncccc2c1)c1cc(-c2cccs2)nc2ccccc12	-53	99	?	99
CN1CCc2ccccc2C1Cc1ccccc1NC(=O)c1sc2ccccc2c1Cl (stereo not given)	-2	106	?	110
O=C(NCc1cccnc1)Nc1cccc(NC(=O)NCc2cccnc2)c1F	-9	99	?	103
O=C(Nc1cccc(Cl)c1N1CCOCC1)c1ccc([N+](=O)[O-])o1	-52	95	?	98
CC(NC(=O)Cc1ccc([N+](=O)[O-])cc1)c1ccc2c(c1)OCO2 (stereo not given)	-13	104	?	105

The list continues.
SMILES	Mcl1 Bid PPI	RGS4-Gao reg	RGS7-Gao reg	RGS8-Gao reg
Nc1cc(=O)[nH]c(SCC(=O)NC2CCCc3ccccc32)n1 (stereo not given)	-10	105	?	102
Cc1nc(C(=O)NCc2ccccc2)sc1C1(C)CC(c2cccc([N+](=O)[O-])c2)=NO1 (stereo not given)	-44	104	?	104
CC1(C)Cc2c(sc3nc(C4CC4)n(N)c(=O)c23)CO1	-13	102	?	100
O=C(O)C1C2CCCCC2=C2CCCCC2C1C(=O)c1ccccc1 (stereo not given)	-5	97	?	97
OC1(c2ccc3c(c2)OCO3)CCN(Cc2ccc(F)cc2)CC1	34	105	?	105
COc1ccc(C(CCN2CCCCC2)c2c(OC)cc(OC)c3c(-c4ccccc4)cc(=O)oc23)cc1 (stereo not given)	-38	100	?	100
C=CCN1CCc2c(cc(O)c(O)c2Cl)C(c2ccccc2)C1 (stereo not given)	-96	90	?	95
NS(=O)(=O)c1ccc(NC(=O)c2ccc(S(=O)(=O)N3CCOCC3)o2)cc1	-20	92	?	97
CC(C)(C)Sc1ccc([N+](=O)[O-])cc1C(=O)Nc1ccncc1	-7	108	?	103
COc1cc(O)c(C(CC(=O)N2CCCCC2)c2ccc3c(c2)OCO3)c(OC)c1 (stereo not given)	-58	95	?	98
O=C(O)c1ccc2c(c1Sc1ccccc1)C(=O)c1ccccc1C2=O	-4	94	?	100
Cc1ccc(CNC(=O)C2CC(c3ccc(C(F)(F)F)cc3)=NO2)o1 (stereo not given)	-82	94	?	96
Cc1ccc(C(=O)O/N=C(\N)Cc2ccc([N+](=O)[O-])cc2)c(Cl)c1	-13	120	?	101
NCC(=O)Nc1ccc(Cl)cc1C(=O)c1ccc[nH]1	-2	96	?	99
O=C1/C(=C\c2ccco2)SC(=S)N1C1CCS(=O)(=O)C1 (stereo not given)	-33	98	?	105
O=c1cc(-c2ccccc2)c2cc(Cl)c(O)c(CN3CCOCC3)c2o1	-42	109	?	104
O=C(CCCN1C(=O)/C(=C/c2ccccc2Cl)SC1=S)NNC(=O)c1ccc(Cl)cc1	-31	99	?	101
CC12CCC(C(=O)NNc3ccccc3)(C(=O)C1=O)C2(C)C (stereo not given)	-20	98	?	103
COC/C=C/C1=CC2=CC(=O)C(C)(OC(=O)CCC(=O)OC)C(=O)C2=CO1 (stereo not given)	-64	98	?	90
CS(=O)(=O)NNC(=O)c1csc(Cc2c(Cl)sc3ccc(Cl)cc23)n1	-12	107	?	105
OC(c1nc2ccccc2[nH]1)C(O)C(O)C(O)c1nc2ccccc2[nH]1 (stereo not given)	-2	97	?	100
CCC(=O)Nc1cccc(C(=O)OC)c1	13	106	?	104
O=C(O)CSc1nc(-c2ccccc2)c(-c2ccccc2)[nH]1	-18	102	?	103
O=S(=O)(c1ccc(F)cc1)N1CCCN(c2nccc(C(F)(F)F)n2)CC1	8	96	?	99
CCOc1ccc(C(=O)NN2C(=S)NC(C)(C)C=C2C)cc1	-25	104	?	102

More compounds follow:
SMILES	Mcl1 Bid PPI	RGS4-Gao reg	RGS7-Gao reg	RGS8-Gao reg
CC(C)[C@H](NC(N)=O)C(=O)NNC(=O)COc1cccc(C(F)(F)F)c1	6	97	?	98
CC1(C)C2CCC1(C)C(Nc1ccccc1)C2 (stereo not given)	-57	95	?	96
CC(C)Nc1ccc(C(CC(N)=O)NC(=O)Cc2ccc(Cl)cc2)cc1[N+](=O)[O-] (stereo not given)	-46	85	?	92
CCN(CC(=O)NC(C)(C)C)Cc1nc2c(Br)cc(Br)cc2c(=O)[nH]1	-58	96	?	100
CCc1nc2cc(Cl)c(Cl)cc2nc1CC	-7	98	?	99
COc1cc(C(=O)N=c2sc3c(C)ccc(OC)c3n2C)cc(OC)c1OC	-15	99	?	98
COc1cccc2nc3cc(C)c(C)cc3nc12	-52	100	?	100
O=S(=O)(NCCNc1nccc(C(F)(F)F)n1)c1ccccc1	-13	101	?	98
CC(C)CCc1noc(CN2CCC(C(=O)N3CCOCC3)CC2)n1	-19	97	?	100
O=C(Nc1ccccc1F)N1CCCC1c1cccnc1 (stereo not given)	1	105	?	101
COc1ccc(C(=O)NCC(=O)N/N=C(\C)c2ccco2)cc1OC	-55	109	?	106
CNc1ccc(Cl)cc1C(N)=O	-23	103	?	100
CCn1c(=O)c([N+](=O)[O-])c(NCc2ccco2)c2ccccc21	-31	97	?	101
NC(=O)[C@@H]1CC2(CC(c3cccc(NC(=O)CC(c4ccccc4)c4ccccc4)c3)=NO2)CN1C(=O)c1ccc(Cl)cc1 (stereo not given in full)	-14	102	?	101
COc1cccc(CSc2nc3ccncc3[nH]2)c1	9	104	?	102
CC1(C)C=Cc2cc3ccc(=O)oc3cc2O1	-50	95	?	97
C[C@H]1[C@H](C)CC[C@]2(C)CC[C@]3(C)C(=CC[C@@H]4[C@@]5(C)CC[C@@H](O)[C@](C)(C(=O)O)[C@@H]5CC[C@]43C)[C@H]12	-87	94	?	100
O=C1CCN(Cc2ccccc2)S(=O)(=O)c2ccccc21	-40	100	?	102
C[C@H](N)c1nnc(SCC(N)=O)o1	-2	98	?	100
CCCN1C(=S)SC(C)(C)C1/[N+]([O-])=C/c1ccc(S(=O)(=O)NC)cc1 (stereo not given)	-2	97	?	101
CCCC[n+]1ccn(-c2nc3ccccc3nc2[N-]S(=O)(=O)c2cccs2)c1	5	96	?	97
COc1cccc(Oc2c(C)oc3c(CN4CCCC4)c(O)ccc3c2=O)c1	96*	92	?	96
COc1ccc(/C=N/NC(=O)Cn2cnc3c2c(=O)n(C)c(=O)n3C)c(OC)c1OC	-13	99	?	101
CCN(CC)c1nc(N)n(CCSC(=S)N(C)C)c(=O)n1	-67	103	?	100
Oc1[nH]c2ccc(Br)cc2c1N=NC(=S)NCC1CCCO1 (stereo not given)	-89	106	?	103

Profiles, quoted from the list.
`CCn1c(=O)c([N+](=O)[O-])c(NCc2ccco2)c2ccccc21` is entered as Mcl1 Bid PPI: -31; RGS4-Gao reg: 97; RGS7-Gao reg: ?; RGS8-Gao reg: 101
`COc1cccc2nc3cc(C)c(C)cc3nc12` is entered as Mcl1 Bid PPI: -52; RGS4-Gao reg: 100; RGS7-Gao reg: ?; RGS8-Gao reg: 100
`Oc1[nH]c2ccc(Br)cc2c1N=NC(=S)NCC1CCCO1` (stereo not given) is entered as Mcl1 Bid PPI: -89; RGS4-Gao reg: 106; RGS7-Gao reg: ?; RGS8-Gao reg: 103

(listing goes on)
SMILES	Mcl1 Bid PPI	RGS4-Gao reg	RGS7-Gao reg	RGS8-Gao reg
O=[N+]([O-])c1ccc2c(c1)nc1n2CCN(c2ccccc2)C1	-34	99	?	100
Cn1cccc1/C=N/N1CCN(Cc2ccccc2Cl)CC1	-64	102	?	102
Cc1ccccc1C(=O)Nc1ccc(S(=O)(=O)Nc2onc(C)c2C)cc1	-33	100	?	101
Cc1ccc(CNC(=S)N(C)C)cc1	-35	98	?	100
Cn1c(SCC(=O)NNC(=S)Nc2ccccc2)nnc1-c1ccccc1	-100	99	?	99
Nc1nc(CN2CCN(C(c3ccccc3)c3ccccc3)CC2)nc(Nc2ccccc2)n1	-5	100	?	101
COc1cc(C2C3=C(Nc4nc(N)[nH]c(=O)c42)c2ccccc2C3=O)ccc1O (stereo not given)	-104	85	?	90
Cc1ccc([N+](=O)[O-])cc1NC(=O)Nc1ccc(S(N)(=O)=O)cc1	-4	79	?	103
Cn1c(=O)c2c(-c3ccc(OC(F)F)cc3)cc(-c3ccccc3)nc2n(C)c1=O	-87	101	?	100
COc1cc(NC(=S)NCCO)c(OC)cc1Cl	-16	103	?	101
Cc1cc(=O)n2c3ccccc3n(CC(O)CN3CCN(Cc4ccccc4)CC3)c2c1C#N (stereo not given)	-10	99	?	99
COc1ccccc1-n1c(-c2cc(-c3ccco3)[nH]n2)n[nH]c1=S	-47	7.0*	?	6.3*
Cc1cc(Cl)ccc1NNC(N)=S	-142	97	?	99
CC1(C)Cc2c(sc3nc(C4CCCCC4)n(N)c(=O)c23)CO1	-1	98	?	100
Cc1ccc(-n2cnc(N)c2C(=O)c2cccc([N+](=O)[O-])c2)cc1	-49	102	?	100
O=C(O)c1ccccc1/C=N/NC(=S)NCc1ccccc1	-15	103	?	100
O=C(Nc1cc(-c2ccccc2)[nH]n1)c1ccc(Cl)cc1	-15&2	100&112	?	102&109
O=C(NCc1csc(-c2cccs2)n1)Nc1ccc(F)cc1F	-15	97	?	99
O=C(NCCN1C(=O)S/C(=C\c2cccnc2)C1=O)c1ccc(S(=O)(=O)N2CCCC2)cc1	-38	100	?	97
CCn1c(CSc2nnc(-c3ccncc3)n2C)nc2cc(C(=O)O)ccc21	-29	99	?	100
Cc1cc2cc(CNC(=O)c3ccc(Br)o3)ccc2n1C	-81	102	?	102
COC(=O)CCCC1=CC2=C(c3ccccc3)C(=O)C(C)(OC(=O)C3CCCC3)C(=O)C2=CN1CCN1CCOCC1 (stereo not given)	-114	104	?	100
CC(C)C[C@H](NC(=O)NC1CCCc2ccccc21)C(=O)O (stereo not given in full)	-17	106	?	103
COC(=O)/C=C1\S/C(=N\N=C\CC(=O)OC)NC1=O	-177	103	?	98
CCOc1ccc(N(CC(=O)Nc2cccc(C)c2C)S(=O)(=O)c2c(C)[nH]c(=O)[nH]c2=O)cc1	-12	94	?	100

Next section (2 carried over from the part before).
SMILES	Mcl1 Bid PPI	RGS4-Gao reg	RGS7-Gao reg	RGS8-Gao reg
COC(=O)/C=C1\S/C(=N\N=C\CC(=O)OC)NC1=O	-177	103	?	98
CCOc1ccc(N(CC(=O)Nc2cccc(C)c2C)S(=O)(=O)c2c(C)[nH]c(=O)[nH]c2=O)cc1	-12	94	?	100
O=[N+]([O-])c1ccc2[nH]c(O)c(N=NC3CCS(=O)(=O)C3)c2c1 (stereo not given)	-65	105	?	98
Cc1nnsc1C(=O)NNC(=O)c1ccc(C(F)(F)F)cc1	-7	87	?	98
COc1cccc(/C=C2\CCc3ccccc3C2=O)c1	-3	98	?	99
O=C(NCc1ccccc1Cl)NC(=O)c1csc([N+](=O)[O-])c1	-3	101	?	103
Cc1c(Cl)cccc1NC(=S)NCc1ccco1	-61	97	?	99
O=C(NCc1ccccc1)C1=C[C@H](c2csc3ccccc23)C[C@H](OCc2ccc(CO)cc2)O1	-57	96	?	99
